# Bioassay records (PubChem BioAssay)
# MPTP inh: permeability transition pore inhibition. isolated mouse mitochondria, Ca2+ swelling absorbance, 30 min. inhibition, % at 10 µM. hit rate 1.4% among 360,000;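 active means inhibition of 50% or more, scaled per plate between neutral and stimulator controls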;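 further: 0% = DMSO wells given calcium and 100% = 1 mM EGTA wells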
# PfG6PD inh: PfG6PD (Plasmodium falciparum) enzyme inhibition | hit rate 0.78% among 350,000 | inhibition, % at 20 µM | AID 504690 | PfGluPho enzyme, NADPH resazurin-diaphorase fluorescence;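 active means inhibition reaching at least a set limit at 20 µM in the primary screen, cut at about 59% in these data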;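 further: 0% = DMSO wells with substrate and 100% = DMSO wells lacking glucose-6-phosphate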
# hIAP activ: human IAP activation. P09923. purified human IAP, CDP-Star luminescence, 30 min; hits give high values; 1 = vehicle-only enzyme, 0 = enzyme-free background. activation factor at 10 µM. hit rate 0.16% among 330,000. AID 2524;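 active means activation factor of the enzyme at least 2-fold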; further: the source names both 10 and 20 µM as test concentration; values of inactives mirror those of a sister screen read the other way
# SENP1 FRET inh: SENP1 (human) catalytic domain inhibition | Q9P0U3 | recombinant SENP1 catalytic domain, CyPet-SUMO1-YPet FRET cleavage | inhibition, % at 10 µM | hit rate 0.21% among 360,000;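 active means inhibition at least 30% at 10 µM, raw YFP signal under a set limit, fluorescence ratio 0.5 to 1.5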;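 further: 0% = enzyme with DMSO and 100% = no enzyme wells; some results filed as inactive read as strong as hits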
# Target sequence (Q9P0U3 419-644 limits assumed): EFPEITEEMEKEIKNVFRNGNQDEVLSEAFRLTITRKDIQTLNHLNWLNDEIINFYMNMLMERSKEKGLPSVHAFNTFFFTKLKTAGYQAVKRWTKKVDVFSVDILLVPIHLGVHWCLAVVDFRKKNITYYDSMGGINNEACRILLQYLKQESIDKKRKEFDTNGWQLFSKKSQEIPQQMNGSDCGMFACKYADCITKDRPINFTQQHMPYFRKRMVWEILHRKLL
#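 material = recombinant human SENP1 catalytic domain, His6-tagged | quantity = 20 pM enzyme | reagent = 25 nM SUMO1 FRET substrate | compound dosing = 10 µM single point, 0.5% DMSO | timing = 50 min enzyme reaction, room temperature, light-protected | detection = FRET, CFP and YFP emission | control set = no-enzyme low, enzyme-DMSO high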
# SENP6 inh: SENP6 protease inhibition. Q9GZR1. Recombinant SENP6 catalytic domain, aminoluciferin luminescence. inhibition, % at 10 µM. hit rate 1.8% among 330,000. AID 2599;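 active means inhibition above about 50% at the single tested dose, limit read from the data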;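 further: plate controls were DMSO wells with enzyme for no effect and DMSO wells lacking enzyme for full effect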
# Target sequence (Q9GZR1 628-1112 limits assumed): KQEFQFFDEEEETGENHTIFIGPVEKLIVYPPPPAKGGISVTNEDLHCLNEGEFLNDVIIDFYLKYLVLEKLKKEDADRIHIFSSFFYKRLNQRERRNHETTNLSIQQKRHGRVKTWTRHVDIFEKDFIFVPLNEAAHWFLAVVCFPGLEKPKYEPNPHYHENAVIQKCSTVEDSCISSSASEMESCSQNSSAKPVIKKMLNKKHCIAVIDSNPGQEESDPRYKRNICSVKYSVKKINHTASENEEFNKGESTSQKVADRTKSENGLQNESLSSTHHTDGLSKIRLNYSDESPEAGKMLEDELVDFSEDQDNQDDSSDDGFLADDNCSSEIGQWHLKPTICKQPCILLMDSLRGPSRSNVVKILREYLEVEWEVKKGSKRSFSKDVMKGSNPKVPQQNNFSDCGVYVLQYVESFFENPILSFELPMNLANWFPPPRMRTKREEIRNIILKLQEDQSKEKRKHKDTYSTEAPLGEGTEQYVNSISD
# ATG4B inhibitor: inhibitors of human ATG4B cysteine protease. Q9Y4P1. ATG4B cleavage of LC3-PLA2, NBD-HPC fluorescence, 1 h. inhibition, % at 8.33 µM. hit rate 0.51% among 340,000. AID 504462; in the data active means inhibition above about 40%
# GRIN3A LBD mod: NR3A (human) ligand-binding domain modulation; AID 1259313; hit rate 2.5% among 340,000; Tm shift relative to glycine control, % at 25 µM; NR3A LBD differential scanning fluorimetry, Tm shift; 0% = protein alone, 100% = glycine-bound protein;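 active means melting temperature shift of at least 10% of the positive control shift, at one fixed dose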
# SENP8 block: blocks human SENP8 cleavage of Nedd8 substrate; Q96LD8; AID 602440; recombinant SENP8, Nedd8 substrate fluorescence; inhibition, % at 20 µM; hit rate 0.64% among 360,000; in the data active means inhibition mostly above about 40%, no sharp cut-off; inactive means mostly below about 27%
# Target sequence (Q96LD8 whole entry, looked up): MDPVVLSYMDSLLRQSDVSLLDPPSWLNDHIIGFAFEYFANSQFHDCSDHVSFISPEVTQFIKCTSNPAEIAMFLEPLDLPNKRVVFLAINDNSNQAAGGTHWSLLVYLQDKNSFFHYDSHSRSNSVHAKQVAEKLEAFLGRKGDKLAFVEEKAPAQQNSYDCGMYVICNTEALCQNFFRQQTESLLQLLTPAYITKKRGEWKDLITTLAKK
# Starred values were filed as active, the others as inactive; . = not tested or not shown.
No.	canonical_smiles	MPTP inh	PfG6PD inh	hIAP activ	SENP1 FRET inh	SENP6 inh	ATG4B inhibitor	GRIN3A LBD mod	SENP8 block
1	COc1ccc(OC)c(NC(=O)c2cccc(Cn3cc(Br)c([N+](=O)[O-])n3)c2)c1	3.3	2	0.99	2	-21	-8	-5	14
2	CCOC(=O)c1c(-c2ccco2)csc1NC(=O)COC(=O)c1cnc(C)cn1	-0.4	6	0.94	-1	-6	-4	0	-13
3	CN(c1ccccc1C(=O)N1CCc2ccccc2C1)S(C)(=O)=O	-0.9	2	0.96	1	14	-5	0	10
4	CC(C)(C)NC(=O)NCCc1ccccc1	1.7	-2	0.97	1	-19	-5	0	18
5	COc1ccccc1N1CCN(C(=O)c2ccc(CN3CCOCC3)cc2)CC1	0.4	-12	1.1	4	-22	-1	-1	12
6	CCOC(=O)C1C(=O)NC(c2ccccc2)=NC1c1ccccc1 (stereo not drawn)	-2.2	-19	1.1	1	-13	-7	10	14
7	COc1ccccc1OCC(=O)NNC(=O)c1cnccn1	-0.8	-1	1.4	4	-20	-8	2	20
8	COc1cccc(C2=NOC(C(=O)Nc3cc(C)on3)C2)c1OC (stereo not drawn)	1.2	15	1	2	-4	3	0	27
9	O=C(Nc1ccc(Cl)c(Cl)c1)c1csc(-c2ccccc2)n1	12	-10	1.1	-1	2	-4	0	12
10	COc1ccc(CCNc2ncnc3sc(C)cc23)cc1OC	101*	-10	1.1	-3	5	3	3	1
11	O=C(Cn1c(=O)cnc2ccccc21)N1CCN(S(=O)(=O)c2ccc(F)cc2)CC1	-0.6	-13	0.86	1	-3	5	0	9
12	CN1C(=O)Cc2cc(S(=O)(=O)NCc3c(F)cccc3Cl)ccc21	-0.8	-4	1	-1	-23	3	2	15
13	O=S(=O)(c1ccc(SCc2ccc(Br)cc2)nc1)N1CCCCC1	0.3	-1	1.1	0	-2	-2	2	13
14	NC(=O)c1ccc(NC(=O)COC(=O)CCN=C2NS(=O)(=O)c3ccccc32)cc1	-0.9	-5	0.93	-2	-5	-34	-1	4
15	CCCN1CCN(CCCNC(=O)CCCn2nc(C)c3sc4ccccc4c3c2=O)CC1	-0.5	2	1	2	3	-3	1	-12
16	CC1=NN(c2ccccc2)C(=O)/C1=C/C=C/c1ccccc1	3.4	31	0.83	3	3	-13	-8	21
17	Cc1ccccc1-c1ccc2c(c1)O[C@@H](CN(C)C(=O)Nc1ccc(C(F)(F)F)cc1)[C@H](C)CN([C@@H](C)CO)S2(=O)=O	-1.4	39	.	-2	.	.	.	5
18	O=C(CSc1nnc2ccccn12)NC(=O)c1ccccc1	-1.5	7	1.1	1	-13	9	1	-12
19	CCOc1ccc(C(=O)Nc2cc(C)c3c(=O)oc4ccccc4c3n2)cc1	-1.7	-2	1.1	-38	-4	0	-1	-42
20	COc1ccc(C2=NS(=O)(=O)N(C)C(C(=O)NC3CCCC3)=C2)cc1	-0.8	-6	0.89	0	13	-5	3	-279
21	CC(NC(=O)CSc1nc2c(c(C(F)(F)F)n1)CCc1ccccc1-2)c1ccccc1 (stereo not drawn)	1.5	0	0.97	0	-10	9	-14	7
22	Cc1nn(C(=O)N(C)C)c(C)c1CN1C(=O)c2ccccc2C1=O	0.3	-28	1.1	2	3	2	-1	9
23	COc1cccc(/C=N/N2CCN(C)CC2)c1	-0.1	4	0.79	0	14	-13	-2	17
24	Cn1ccnc1SCC(=O)Nc1cccc(C(F)(F)F)c1	-0.6	4	0.8	-1	5	5	-1	8
25	CS(=O)(=O)NCCOc1ccc(S(=O)(=O)N2CCCc3ccccc32)cc1	0.7	7	0.93	-3	-11	0	2	20
26	OC(COc1cccc2ccccc12)CN1CCN(c2ccccc2Cl)CC1 (stereo not drawn)	1.4	4	.	2	.	23	-14	19
27	CC[C@]1(C(=O)OC)[C@H]2C(=O)N(Cc3ccccc3)C(=O)[C@H]2[C@H]2CN=C(SCc3ccc(C(=O)OC)cc3)N21	3.1	26	.	0	.	-5	2	6
28	COc1ccc(CC(=O)OCC(=O)NC(=O)Nc2ccccc2F)cc1	-0.6	4	1.1	3	1	3	2	3
29	O=C(c1cc(COc2c(F)cccc2F)on1)N1CCSCC1	2.0	-13	1.1	1	0	6	-2	4
30	Cc1ccc2[nH]c(=O)cc(C(=O)OC(C)C)c2c1	2.4	5	0.98	-2	-1	-7	-3	-221
31	Cc1[nH]n(S(=O)(=O)c2ccccc2)c(=O)c1N=Nc1cccc(Cl)c1	13	-44	1.3	2	-3	5	3	29
32	CCOC(=O)C1CCN(CC(=O)c2ccc(O)c(C)c2O)CC1	0.4	2	1.2	-27	5	-1	0	-147
33	CCSc1ccc([C@@H]2[C@H]3C(=O)N(CC)C(=O)[C@H]3[C@]3(C(=O)OC)CCCCN23)cc1	-0.1	20	1	-48	-6	-17	-1	0
34	COc1ccc(-n2ccn(CC(=O)Nc3ccccc3OC)c(=O)c2=O)cc1	-0.6	-5	1.1	2	0	7	1	15
35	CC[C@]12c3[nH]c4cc(CCC(=O)N(C)C)ccc4c3CCN1C(=O)[C@@H](CC(=O)NC(C)(C)C)C[C@@H]2C(=O)N1CCN(C(=O)C2CC2)CC1	-1.0	9	.	0	.	-15	5	4
36	COc1ccc(/C=C/C(=O)Nc2cc(C(F)(F)F)ccc2Cl)cc1OC	2.1	1	0.99	1	-5	-10	4	-297
37	O=C(CC1CCCC1)OCn1nnc2ccccc2c1=O	-0.1	-17	0.96	3	-4	-6	-1	0
38	CC(=O)C1=C(C)OC(N)=C(C#N)C1c1ccco1 (stereo not drawn)	-0.9	7	0.98	-1	1	-9	0	-37
39	CN1CCN(c2nc(-c3ccc(Cl)s3)cs2)CC1	1.0	21	1	-23	-8	1	2	10
40	CCC1CCCCN1C(=S)Nc1ccc(S(=O)(=O)Nc2ncccn2)cc1 (stereo not drawn)	-1.1	-7	1.2	0	-16	5	-2	7
41	COC(=O)c1cc(CNC(=O)C(C)NS(=O)(=O)c2ccc(C)c(C)c2)ccc1OC (stereo not drawn)	-0.6	4	1.1	2	5	5	0	15
42	O=C(/C=C/c1ccccc1[N+](=O)[O-])NC1CCCC1	1.1	4	0.9	-2	-3	-8	-2	12
43	O=C(NC(=S)Nc1ccc(CN2CCOCC2)cc1)c1ccccc1[N+](=O)[O-]	0.2	-1	1.1	1	-2	-13	1	12
44	CCN1C(=O)CC(N2CCC(C(=O)N3CCCCCC3)CC2)C1=O (stereo not drawn)	0.7	-9	1	1	2	-4	0	23
45	COc1ccc(/C=N/NC(=O)c2ccc(NC(C)=O)cc2)cc1COc1ccc(F)cc1F	3.5	-9	0.87	1	-25	-2	5	-264
46	CCn1c(CNC(=O)c2ccco2)nnc1SCC(=O)Nc1ccc(Br)cc1F	3.4	-8	1.1	1	2	3	1	5
47	CCCc1cc(=O)[nH]c(SCC(=O)N(Cc2ccccc2)C(C)C)n1	43	-8	0.88	2	-1	-8	-2	18
48	Cc1cc(C)cc(OCc2nnc(SCC(=O)N3CCN(c4ccccc4)CC3)o2)c1	-2.0	-37	0.91	-1	-1	-2	3	31
49	CC(C)[C@H]1C(=O)Nc2ccccc2N1C(=O)N[C@@H](Cc1ccccc1)C(=O)N[C@H](Cc1ccccc1)C(=O)O	0.6	-3	0.86	1	-14	-21	-2	29
50	CCOC(=O)N(Cc1ccccc1)C(C(=O)O)C(C(=O)O)N(Cc1ccccc1)C(=O)OCC (stereo not drawn)	0.8	-11	1	2	7	2	9	14
51	COc1ccc(C(CNC(=O)c2ccc(-c3cccc(C(F)(F)F)c3)o2)N2CCOCC2)cc1 (stereo not drawn)	-0.3	26	1.1	-3	-12	-14	-3	-15
52	CC1CCc2[nH]c3ccc(C(=O)N4CCCC(C(F)(F)F)C4)cc3c2C1 (stereo not drawn)	-0.3	-3	1.1	-13	3	17	-4	-21
53	Cn1c(=O)c2c(nc(N3CCN(Cc4ccccc4)CC3)n2CCCc2ccccc2)n(C)c1=O	-8.4	2	0.91	1	5	-3	-1	4
54	Brc1ccc2c(c1)OCCOCCOc1cc(Br)ccc1OCCOCCOCCO2	8.2	29	0.88	0	12	-2	1	6
55	CC(C)(C)OC(=O)NNc1c2ccccc2nc2ccccc12	0.1	9	1	-120	-17	-12	-5	-334
56	COc1cccc(OC)c1C(=O)N=c1sc2cc(S(C)(=O)=O)ccc2n1C	0.6	8	1.1	2	4	-2	0	-3
57	Cc1ccc(S(=O)(=O)NCCC(=O)NCCOc2ccccc2)cc1	-0.9	3	0.97	1	4	-3	-1	18
58	N#C/C(=C\c1cccs1)C(=O)Nc1ccccn1	1.2	14	1.1	-69	59*	3	0	18
59	O=C1CCC/C(=N/NC(=O)c2ccc(CN3c4cccc5cccc(c45)S3(=O)=O)cc2)C1	0.9	-5	0.85	-15	-16	-2	-1	-276
60	Cc1nn(Cc2cccc(C(=O)O)c2)c(C)c1[N+](=O)[O-]	0.6	4	0.99	1	1	-7	-1	20

# Random excerpt: 4 records from the list, in no set order.
No.	canonical_smiles	MPTP inh	PfG6PD inh	hIAP activ	SENP1 FRET inh	SENP6 inh	ATG4B inhibitor	GRIN3A LBD mod	SENP8 block
59	O=C1CCC/C(=N/NC(=O)c2ccc(CN3c4cccc5cccc(c45)S3(=O)=O)cc2)C1	0.9	-5	0.85	-15	-16	-2	-1	-276
57	Cc1ccc(S(=O)(=O)NCCC(=O)NCCOc2ccccc2)cc1	-0.9	3	0.97	1	4	-3	-1	18
56	COc1cccc(OC)c1C(=O)N=c1sc2cc(S(C)(=O)=O)ccc2n1C	0.6	8	1.1	2	4	-2	0	-3
52	CC1CCc2[nH]c3ccc(C(=O)N4CCCC(C(F)(F)F)C4)cc3c2C1 (stereo not drawn)	-0.3	-3	1.1	-13	3	17	-4	-21

# The list goes on:
No.	canonical_smiles	MPTP inh	PfG6PD inh	hIAP activ	SENP1 FRET inh	SENP6 inh	ATG4B inhibitor	GRIN3A LBD mod	SENP8 block
61	Cn1cc([N+](=O)[O-])c(C(=O)n2cccn2)n1	-0.5	-8	1.1	3	-3	-1	-2	9
62	CCc1ccc(N(CC(=O)Nc2ccccc2C(=O)N2CCCC2)S(C)(=O)=O)cc1	0.1	-12	1.1	2	-10	3	-2	14
63	COc1ccc(-c2cc(C(F)F)n3ncc(C(=O)N4CCN5CCCC5C4)c3n2)cc1 (stereo not drawn)	4.3	1	0.92	-27	-8	7	-2	-264
64	O=C(NCc1ccccn1)C1Nc2ccc(C(F)(F)F)cc2C2C=CCC12 (stereo not drawn)	0.0	16	0.97	-8	-16	-12	-4	-2
65	O=C(Cn1c(=O)oc2ccccc21)Nc1cccc(Cl)c1	0.7	-16	0.91	2	6	4	-5	3
66	Cc1cccc(NC(=O)CSc2ccc(-c3ccc4c(c3)OCO4)nn2)c1C	-0.2	-8	0.99	-4	-6	10	-3	8
67	COc1ccc(-c2nnc(-c3ccc(C)cc3)o2)cc1	1.9	24	0.86	0	3	-4	6	-38
68	COC(=O)CCC(=O)N1CCCC(C(=O)c2ccc(Cl)cc2C)C1 (stereo not drawn)	0.0	-14	0.94	-2	-6	1	-1	6
69	CCN1CCN(c2ccc(N3CCN(S(=O)(=O)c4ccc(C)c([N+](=O)[O-])c4)CC3)nn2)CC1	-1.4	-3	1.1	0	-12	-12	1	-9
70	Nc1cc2c(cc1Br)[nH]c(=O)c1ccccc12	-2.5	-31	.	8	.	-6	1	-50
71	COc1ccc(CN(C(=O)CNC(=O)c2ccco2)C(C(=O)NCC2CCCO2)c2ccc(OC)c(OC)c2)cc1 (stereo not drawn)	-0.9	-10	0.98	0	0	-5	1	12
72	Cc1cc(Cl)ccc1OCC(=O)NNC(=O)C1CSC2(C)CCC(=O)N12 (stereo not drawn)	-0.1	-4	1.5	3	-2	0	-1	6
73	O=C1N=C(N2CCN(c3ccccc3)CC2)S/C1=C\c1ccco1	0.6	15	1.2	6	-9	6	-5	23
74	C[C@H]1CN([C@@H](C)CO)C(=O)Cc2cc(NC(=O)CCN3CCOCC3)ccc2O[C@@H]1CN(C)Cc1ccc(Oc2ccccc2)cc1	-1.0	-13	0.9	-3	17	8	-6	8
